# From PubChem
# Polio RdRp inh: poliovirus RdRp elongation inhibitors, primary screen, biochemical, fluorescence polarization, total intensity | Genome polyprotein (Poliovirus type 1 (strain Mahoney)), P03300 | 150,000 tested, 0.66% active | AID 588519, 2011 | poliovirus polymerase elongation; hits give low values | % elongation, % (compound at 16.7 µg/mL); in the data active means % elongation below about 90%; further: some results filed as inactive read as strong as hits
# Target sequence (P03300 1749-2209 limits assumed): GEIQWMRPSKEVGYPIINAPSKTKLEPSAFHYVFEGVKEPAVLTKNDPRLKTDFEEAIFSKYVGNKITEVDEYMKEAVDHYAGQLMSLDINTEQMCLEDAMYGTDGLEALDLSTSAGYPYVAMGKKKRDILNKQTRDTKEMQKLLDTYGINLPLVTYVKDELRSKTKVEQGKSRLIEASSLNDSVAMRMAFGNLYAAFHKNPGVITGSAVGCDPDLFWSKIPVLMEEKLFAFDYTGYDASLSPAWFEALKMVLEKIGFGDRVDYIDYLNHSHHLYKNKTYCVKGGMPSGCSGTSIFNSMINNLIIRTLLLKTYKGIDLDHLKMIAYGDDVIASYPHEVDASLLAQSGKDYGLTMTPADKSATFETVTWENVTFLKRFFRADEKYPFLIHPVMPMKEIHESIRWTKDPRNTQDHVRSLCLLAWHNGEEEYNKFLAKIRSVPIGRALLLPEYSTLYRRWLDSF
# Polio RdRp inh FP z-score: also measured in Polio RdRp inh; calls as there; z-score; measured here: FP z-score; hits read low
# Starred values were filed as active, the others as inactive. Not all compounds are listed; count on the stated rates, not on these rows.
SMILES,Polio RdRp inh,Polio RdRp inh FP z-score
Cc1ccn2c(=O)cc(COc3cccc(NC(=O)Nc4cccc(Cl)c4C)c3)nc2c1,105,-0.3
CN(CC(=O)Nc1ncn[nH]1)S(=O)(=O)c1ccc(Cl)cc1,101,-0.1
CCOc1ccc(C(=O)c2oc3ccccc3c2NC(=O)c2cc(-c3ccc(C)cc3)on2)cc1,106,-0.2
CCN1CCOC(=O)C1CC(=O)Nc1cc(Cl)ccc1C (stereo unspecified),102,-0.8
CCC(C(=O)Nc1ccc(C(=O)N(C)C)cc1)c1ccccc1 (stereo unspecified),99,-0.7
CN(CCC#N)C(=O)c1cc2c(s1)-c1ccccc1OC2,102,1
O=C(CN1C(=O)COc2ccc(S(=O)(=O)N3CCCC3)cc21)N1CCN(c2ccccc2F)CC1,106,0.6
CC1=C(C(=O)Nc2ccc(Cl)cc2)C(c2ccccc2)n2ncc(C(=O)Nc3ccccc3)c2N1 (stereo unspecified),103,-0.8
O=C(Nc1ccc(Cl)cc1)c1ccc2c(c1)N(Cc1ccccc1)CCS2,109,1.5
Cc1ccc2oc(=O)c3cnn(CC(=O)N4CCN(c5ccccc5F)CC4)c3c2c1,108,0.4
COc1ccc(NC(=O)c2ccc3snnc3c2)cc1OC,106,-0.2
O=C(O)COCC(=O)NC1CCN(Cc2c(F)cccc2Cl)CC1,99,-0.9
COc1ccc(-c2n[nH]c3c2cnc2cc(OC)c(OC)cc23)cc1,112,1.3
CC(C)Cn1cc(NC(=O)NCC2CCCO2)c2ccccc2c1=O (stereo unspecified),96,-1.3
CON(C)S(=O)(=O)c1ccc(N=Cc2c(O)[nH]c(=O)[nH]c2=O)cc1,102,-0.1
Nn1c(Cc2cccs2)nc2ccccc2c1=O,102,0
COc1ccc2c(Sc3ccccc3)c(C(=O)N3CCC(C)CC3)[nH]c2c1,114,1.5
CC(Sc1nc(N)cc(=O)[nH]1)C(=O)NCC(=O)Nc1ccc(F)c(F)c1F (stereo unspecified),103,0
COc1ccccc1CNC(=S)N(C)C,105,0.4
Cc1ccc(NC(=S)NC(C)(C)C)c(C)c1,111,0.9
COc1c(Cl)cc(C(=O)Nc2cc(-c3nc4ccccc4[nH]3)ccc2C)cc1Cl,106,0.2
NNC(=O)CNC(=O)c1ccccc1,100,-0.7
COc1cc(S(=O)(=O)N2CCOCC2)cc(C(=O)OCC(=O)N2CCCc3ccccc32)c1OC,104,0.2
COc1ccc(CN2CCN(C(=O)C3CCN(S(=O)(=O)c4cnc[nH]4)CC3)CC2)c(OC)c1OC,100,0
COc1cccc(NC(=O)CN(C)S(=O)(=O)c2cccs2)c1,108,0.5
Cc1ccc(S(=O)(=O)c2nnn3c2nc(NCc2cccs2)c2sccc23)cc1,113,0.9
O=C(NCC1CN(Cc2ccccc2)CCO1)c1ccc(N2CCOCC2)nc1 (stereo unspecified),105,0.3
NC(=O)C1CCN(CC(=O)N2c3ccccc3CCc3ccccc32)CC1,101,0
Cc1csc(CC(N)=O)n1,101,-0.5
CCOC(=O)c1nc(NNC(C)=O)sc1C,99,-0.2
CC1CC(N(C(=O)C(C)C)c2ccccc2)c2ccccc2N1 (stereo unspecified),103,0
COc1ccc(Nc2ncnc3sc4c(c23)CCCC4)cc1,104,-1
Cc1ccc2onc(CNC(=O)N3CCN(c4cccc(C(F)(F)F)c4)CC3)c2c1,101,-0.7
CCc1ccccc1NC(=O)C1(S(=O)(=O)c2ccc(Cl)cc2)CC1,109,0.6
Cc1cc(Nc2cccc(C(F)(F)F)c2)nc2ccc(NC(=O)Cc3cccs3)cc12,100,-0.7
O=C(Nc1sc2c(c1C(=O)N1CCOCC1)CCCCC2)c1ccccc1,103,0
COc1ccccc1OCC(=O)Nn1c(=S)[nH]c2ncccc2c1=O,102,0.6
CCn1cc(C(=O)N(Cc2ccc(N(C)C)cc2)Cc2ccco2)c(=O)c2ccc(C)nc21,102,0.1
Cc1nnc(N2CCC(C(=O)NC(C)C)CC2)c2nn(-c3ccccc3)c(C)c12,100,-0.4
CC(=O)c1ccc(NC(=O)CSc2ccc(-c3cccs3)nn2)cc1,112,1.1
CCOc1ccc(OC(=O)c2cn(-c3cccc(OC)c3)c(=O)c3ccccc23)cc1,110,0.5
COc1ccc(CNC(=O)c2ccc(N(C)S(C)(=O)=O)cc2)cc1,101,0.1
O=C(Cc1c(C(=O)O)[nH]c2ccccc12)Nc1cccc(C(F)(F)F)c1,107,0.5
CC1(C)CC(=O)C(Sc2ccc(Cl)cc2)=C(N2CCOCC2)C1,104,0.2
FC(F)(F)c1ccc(-c2csc(-c3ccc(-c4csnn4)cc3)n2)cc1,105,0.3
CC(C)Oc1ccc(C(=O)N(Cc2ccco2)c2ccccn2)cc1,111,0.3
CCCn1c(CSCc2ccccc2F)nc2cc(S(=O)(=O)N3CCOCC3)ccc21,104,0.2
N#Cc1nc(/C=C/c2ccc(F)cc2)oc1NCc1ccc(F)cc1,111,0.8
CC1(C)C(=O)C2(C(=O)O)CCC1C2 (stereo unspecified),104,0.4
O=C(c1ccco1)N1CCN(c2nc3c(F)cc(F)cc3s2)CC1,106,-0.1
CCOC(=O)C1CCN(C(=O)CN(c2cc(Cl)ccc2OC)S(C)(=O)=O)CC1,104,0.8
CC(C)CN(CC(C)C)C(=O)COc1ccc(C(C)(C)C)cc1,107,0.5
CC(C)(C)c1ccc(C(=O)Nc2ccc(NC(=O)c3ccccc3F)cc2)cc1,100,-0.5
Cc1ccc(Cl)cc1N1CCN(C(=O)CCN2C(=S)NC(C)(C)CC2C)CC1 (stereo unspecified),100,-0.1
O=c1cc(CSc2cccc3cccnc23)c2ccc(O)cc2o1,115,2.2
CC(C)CCNC(=O)C(Cc1ccccc1)NS(=O)(=O)c1ccc2c(c1)c(=O)n(C)c(=O)n2C (stereo unspecified),107,0.4
O=C1CSC(c2ccccc2)c2c(-c3ccccc3)nn(-c3ccccc3)c2N1 (stereo unspecified),104,0.1
Cc1cc(-c2nc(-c3ccc(C(F)(F)F)cc3)no2)no1,103,0.4
O=C(CCC(=O)n1ncc2ccccc21)N1CCCCC1,103,-0.1
COc1cccc(CNC(=O)Cn2c(=O)ccc3cc(S(=O)(=O)N4CCCC4)ccc32)c1,107,0

# (cont.)
SMILES,Polio RdRp inh,Polio RdRp inh FP z-score
O=S(=O)(NCc1ccccc1)c1ccc(F)cc1,100,-0.2
Cc1ccc2c(=O)cc(C(=O)N(Cc3ccccc3Cl)C3CCS(=O)(=O)C3)oc2c1 (stereo unspecified),105,-0.5
CCC12CN3CC(CC)(CN(C1)C3c1c(C)[nH]c3ccccc13)C2=O (stereo unspecified),103,0.1
CCN(CC)c1ccc(NC(=O)COc2ccc(C)cc2C)c(C)c1,103,1.2
O=C(CC1(O)C(=O)c2ccccc2C1=O)c1ccccc1,101,-0.2
CCN(c1ccc2oc3ccccc3c2c1)S(=O)(=O)c1ccc(C#N)cc1,109,-0.1
CC(C)Sc1ncc(Cl)c(C(=O)N(Cc2ccc(N(C)C)cc2)C2CCS(=O)(=O)C2)n1 (stereo unspecified),109,0.3
COc1ccc(-c2noc(CN(C(=O)CN3C(=O)c4ccccc4C3=O)C(C)C)n2)cc1,103,-0.3
COc1ccc(NC(=O)C2=C(C)Nc3nc(SCc4ccc(C)cc4C)nn3C2c2cccc(OC)c2OC)cc1 (stereo unspecified),107,0
O=C(CSc1nnc(CNc2ccc(F)cc2)o1)N1c2ccccc2Sc2ccccc21,105,0.7
CCOC(=O)N1CCN(C(c2ccccn2)c2cc(Cl)c3cccnc3c2O)CC1 (stereo unspecified),112,1.1
COc1ccc2nc(NCc3ccccc3)[nH]c2c1,100,-0.3
O=C(Nc1c(C(=O)c2ccccc2)oc2ccccc12)c1ccc(F)cc1,107,0.4
O=C(NCCN1CCN(c2cccc(Cl)c2)CC1)Nc1ccccc1,103,-1.5
CCc1ccccc1NC(=O)CN(c1cc(C(F)(F)F)ccc1Cl)S(=O)(=O)c1ccccc1,100,-1.4
Cc1ccc(CCNC(=O)CN2CCN(Cc3ccc(Cl)cc3)C2=O)cc1,114,0.4
O=C(Cn1c(=O)c2ccccc2n(CC(=O)Nc2ccc(Cl)cc2)c1=O)NCCc1ccccc1,108,-0.1
CCOC(=O)c1c(NC(C)=O)c2c3c(sc2n1Cc1nc(-c2ccccc2OC)oc1C)CCCC3,103,0.6
Cc1ccc(CN2C(=O)CCC2(C)C(=O)NCCC(C)C)cc1 (stereo unspecified),104,0.6
Cc1ccccc1-c1nc(SCC(=O)NCC2CCCO2)c2c(=O)n(C)c(=O)n(C)c2n1 (stereo unspecified),106,-0.5
CCCNC(=O)Cn1c(-c2cccs2)cc2ccccc21,107,2.5
N#CC1=C(N)OC2=C(CCc3ccccc32)C1c1ccccc1Cl (stereo unspecified),117,2.3
O=C(CSc1nc(C(F)(F)F)cc(=O)[nH]1)N1CCN(c2ccccc2)CC1,105,0.2
COc1ccc(-c2c(C)nn3c(-c4ccccc4)cc(-c4ccccc4)nc23)cc1OC,105,0.4
CCN(CC)CCN1COc2c(cc(Cl)c3cccnc23)C1,84*,-5.8*
COc1ccc(CCNc2nc(SCc3cccc(F)c3)nc3ccccc23)cc1OC,104,-0.3
Oc1c(CN2CCCCCC2)cc(Cl)c2cccnc12,119,2.4
COc1cccc(C(=O)OCC(=O)c2ccc(-c3ccccc3)cc2)c1,102,0.2
CN1C(=O)CS/C1=C\C#N,102,0.1
NC(=O)CNC(=O)c1ccc(Oc2ccccc2)cc1,104,0.3
COc1ccc(-c2oc3ncn(CC(C)C)c(=N)c3c2-c2ccc(OC)cc2)cc1,104,0.5
Cc1ccc(NC(=O)CN2C(=O)COc3ccc(S(=O)(=O)N4CCCCCC4)cc32)c(C)c1,110,-0.5
C=CCN(CC(N)=O)S(=O)(=O)c1ccccc1C(F)(F)F,104,0.1
CNC(=O)c1ccccc1NCC(=O)O,103,0.3
COc1ccc(C2CC(C3C(=O)c4ccccc4C3=O)=NN2)cc1 (stereo unspecified),104,0.7
CCOC(=O)c1sc2nc(-c3ccccc3)cn2c1C,100,-0.1
O=C(CSCc1ccc(F)cc1)NCc1ccc(F)cc1,116,1.4
O=C(c1cnn(-c2ccccc2)n1)N(Cc1nc2ccccc2c(=O)[nH]1)CC1CCCO1 (stereo unspecified),97,-0.7
O=c1c2cccnc2n(Cc2ccc(Cl)cc2)c(=O)n1C1CCCCC1,104,0.8
COC(=O)/C=c1\sc2n(c1=O)CN(CCCN1CCOCC1)CN=2,105,1.2
COc1ccc(C2c3cc(OC)c(OC)cc3CC(=O)N2c2cccc(C#N)c2)cc1 (stereo unspecified),107,0.1
CCc1ccc(OC(C)C(=O)Nc2c(C(=O)c3ccccc3)oc3ccccc23)cc1 (stereo unspecified),106,0.2
CN(Cc1ccccc1)c1c2c(nc3nncn13)CCC2,99,-1.4
CCOC(=O)c1c(C)[nH]c(C)c1S(=O)(=O)NCC(=O)Nc1ccc(C)cc1C,104,-0.2
N/C(=N\OCC(=O)Nc1ccccc1)c1nonc1N,101,0
Nc1nc(-c2ccc(NC(=O)c3ccco3)cc2)cs1,99,-0.6
CCOC(=O)c1cc(-c2ccc(/C=C(\C#N)C(N)=C(C#N)C#N)o2)ccc1Cl,93,-2.6
COc1ccc(OC)c(NC(=O)c2cn(CC(C)C)c(=O)c3cc(OC)c(OC)cc23)c1,106,0.4
Cc1ccc(NC(=O)COC(=O)C2(CC(=O)N3CCOCC3)CCCC2)cc1C,102,0
CCS(=O)(=O)c1ccc2oc(SCC(=O)NC(C)C3CC4CCC3C4)nc2c1 (stereo unspecified),104,0.3
O=C(CN1C(=O)CC(c2ccco2)Sc2ccccc21)Nc1cccc(C(F)(F)F)c1 (stereo unspecified),104,-0.1
CCN(CCCNC(=O)c1cc(Nc2ccc(OC)cc2)nc2ccccc12)c1cccc(C)c1,110,0.2
COc1cc(Cl)ccc1N=Cc1c(O)c2c(=O)n(C)c(=O)n(C)c2n(C)c1=O,100,-0.2
CC(C(=O)Nc1ccc2c(c1)OCO2)N1CCN(S(=O)(=O)c2ccc(Cl)s2)CC1 (stereo unspecified),103,0
C=CCn1c(=NC(C)=O)sc2cc(F)ccc21,101,-0.3
CN(Cc1ccccc1)S(=O)(=O)c1cc2c3c(c1)CCC(=O)N3CCC2,100,-0.9
Cc1cccc(NC(=O)Nc2noc3c2COc2ccccc2-3)n1,102,0
